Source: PubChem
TTR transcr act = TTR transcription activators in neuroblastoma reporter cells, primary screen, cell-based, luminescence, SH-SY5Y, TTR promoter Gaussia luciferase; activation, % at 16.7 µM; AID 1117267, 2014; 100% = recombinant luciferase protein wells; 1.3% of 92,000 active;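 active = activation above the mean of all tested compounds plus 3 SD, cut at about 9.5% in these data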;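 note: cells exposed to compounds for one day before reading; 0% = median of all test compound wells on the plate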
* = called active by the depositor. An excerpt, so the mix of outcomes need not match the whole.

nr	molecule	TTR transcr act
1	O=C(Nc1ccccc1C(=O)NC(Cc1ccc(O)cc1)C(=O)O)c1ccccc1 (stereo unspecified)	1.7
2	O=C1C=C(c2ccc3c(c2)oc2ccccc23)C[C@@H](c2ccc(Cl)cc2)C1	4.6
3	O=C(CNc1ccc(Br)cc1)c1ccc(Br)s1	0.7
4	CSc1cccc(NC(=O)COc2ccccc2)c1	-0.3
5	O=C(NCCCN1CCOCC1)c1onc(CSc2ccccn2)c1C(=O)NCCCN1CCOCC1	4.9
6	COc1ccc2c(Cl)c(C(=O)N/N=C/c3ccc4c(c3)OCO4)sc2c1	-0.1
7	OC1CCCN(Cc2nc(Cc3ccccc3Cl)no2)C1 (stereo unspecified)	0.7
8	CN1CCN(c2ccc(Cl)cc2NC(=O)/C=C/c2ccc(F)cc2)CC1	4.4
9	O=C(N=C1SC2CS(=O)(=O)CC2N1Cc1ccccc1)C1CCCO1 (stereo unspecified)	4.9
10	CC(=O)Nc1coc2ccc(Br)cc12	-2.3
11	Cc1cc(NC(=O)c2ccco2)ncc1NC(=O)CCc1ccccc1	3.8
12	Cc1ccc(C(=O)Nc2ccc(N3CCN(S(C)(=O)=O)CC3)cc2)cc1C	-0.3
13	CC1CCCC(N2CCN(C(=O)c3ccc([N+](=O)[O-])cc3)CC2)C1 (stereo unspecified)	-0.9
14	O=C(Cc1ccc(Cl)cc1)NNC(=O)c1cnccn1	1.6
15	OC(Cn1cncn1)(c1ccc(F)cc1)c1ccc(Cl)cc1 (stereo unspecified)	-0.3
16	Oc1ccc(C=NN=Cc2ccco2)c(O)c1	2.6
17	O=C1[C@H]2[C@@H](/C=C/c3ccccc3)N3C(=O)CN(Cc4ccccn4)C(=O)[C@@]3(Cc3ccccc3)[C@H]2C(=O)N1c1ccccc1	-0.8
18	COc1cccc(C2NC(=S)NC3=C2CCc2ccccc23)c1 (stereo unspecified)	0.2
19	CCCC(=O)Nc1c(C(=O)OCC)[nH]c2ccccc12	5.7
20	CCOc1ccccc1N1CCN(C(=O)/C=C/c2cccc([N+](=O)[O-])c2)CC1	-1.8
21	Cc1cc(OCCCCCNCCO)ccc1Cl	0.1
22	O=C(CCC1CCCC1)N1CCC(N2CCCCCC2)CC1	0.6
23	Cn1c(=O)cc(OCCCC(=O)Nc2cc(-c3ccncc3)ccn2)c2ccccc21	1.0
24	O=C(NCCCc1ccccc1)c1cccc(Br)c1	-1.5
25	Cc1ccc(CS(=O)Cc2ccc(C(=O)NC3CCCCCC3)o2)cc1 (stereo unspecified)	-1.6
26	CCOC(=O)N1CCN(c2c(N3CCC(N4CCCCC4)CC3)c(=O)c2=O)CC1	3.3
27	CSc1nc2cc(C)nn2c(-c2ccccc2Cl)c1C#N	1.4
28	CC1(C)CC(=O)C2=C(C1)N(c1ccc(F)cc1)C(=O)CC2c1cccnc1 (stereo unspecified)	0.6
29	COc1ccc(/C=C/C(=O)NCC(=O)N2CCC(N(C)CCN3CCOCC3)CC2)cc1OC	1.2
30	Cc1[nH]c2ccccc2c1SCc1nnc(SCc2ccc(Cl)cc2)n1C	-2.4
31	CCc1ccc(C(=O)NNc2cc(Cl)cc(Cl)c2)cc1	0.8
32	Cn1c(=O)[nH]c(=O)c2c1nc(Br)n2CCCO	-0.6
33	Cc1sc2c(c1C)C(=O)NC(c1ccccc1F)N2 (stereo unspecified)	0.4
34	COc1ccc(NC(=S)N2CCC(N(C)CCN3CCOCC3)CC2)cc1	-0.8
35	O=C(NCCN1CCc2ccccc2C1)Nc1ccc([N+](=O)[O-])cc1	0.9
36	O=C(CSc1ncccn1)NC(=O)Nc1ccc2c(c1)OCCO2	0.4
37	Cc1cccc(NC(=O)NNC(=O)c2c(Cl)c(C)nn2C)c1	3.4
38	O=C(O)c1cc(S(=O)(=O)N2CCOCC2)ccc1N1CCOCC1	0.1
39	O=C(CCC1CCCN(C(=O)Cn2cnnn2)C1)NCc1ccc(F)c(F)c1 (stereo unspecified)	0.6
40	COc1ccc(CNC(=S)NCc2ccc(OC(C)C)cc2)cc1	-2.0
41	CC1=CC(C2CC(=O)N(c3ccccc3C)C2=O)CC2C(=O)N(c3ccccc3C)C(=O)C12 (stereo unspecified)	-1.1
42	O=S1(=O)CCOC[C@H](Cc2ccccc2)N1Cc1ccccc1F	0.3
43	CCC(=O)Nc1cccc(-n2nnnc2SCC(=O)c2ccc(C)c(C)c2)c1	-1.5
44	Cc1cc(C)c2c(NC(=S)Nc3ccccc3)n[nH]c2n1	1.3
45	NC(=O)CC(NC(=O)c1ccccc1)c1ccc(NCC2CC2)c([N+](=O)[O-])c1 (stereo unspecified)	2.1
46	CC(=O)Nc1ccccc1OCC(=O)c1ccc2c(c1)OCO2	-0.5
47	COc1ccc(NC(=O)CN(CC(=O)Nc2ccc(OC)cc2)C(C)(C)CO)cc1	1.5
48	CC(O)CNc1nc2ccccc2n1CC(=O)NCC(F)(F)F (stereo unspecified)	-1.3
49	CCCS(=O)(=O)C/C(N)=N/OC(=O)c1ccc(Cl)cc1	-1.0
50	CC(C)Oc1ccc(C(=O)Nc2ccc(N3CCCCC3)cc2)cc1	-1.1

A few values from above.
TTR transcr act with O=C(CSc1ncccn1)NC(=O)Nc1ccc2c(c1)OCCO2 = 0.4
TTR transcr act with COc1ccc(NC(=S)N2CCC(N(C)CCN3CCOCC3)CC2)cc1 = -0.8
TTR transcr act with O=C(CCC1CCCN(C(=O)Cn2cnnn2)C1)NCc1ccc(F)c(F)c1 (stereo unspecified) = 0.6
TTR transcr act with Cn1c(=O)[nH]c(=O)c2c1nc(Br)n2CCCO = -0.6

Values by screen from the entries so far.
TTR transcr act for nos. 13 to 23 → -0.9, 1.6, -0.3, 2.6, -0.8, 0.2, 5.7, -1.8, 0.1, 0.6, 1.0

(list continues)
nr	molecule	TTR transcr act
51	O=[N+]([O-])c1cccc(S(=O)(=O)Nc2ccc(S(=O)(=O)Nc3nccs3)cc2)c1	-0.6
52	CCCCc1nc(NCCN)c(C#N)c2c1CSC(C)(C)C2	-1.7
53	COC(=O)c1ccc(Cn2ccc(=O)[nH]c2=O)cc1	-0.6
54	CC(C)n1c(N2CCCC2)nc2c1c(=O)[nH]c(=O)n2C	3.6
55	Cc1ccc(-n2c(SCc3nnc4n3CCC4)nnc2-c2ccccc2)cc1	-1.9
56	CCCCOc1ccc(C(=O)NC2CCCCN(Cc3ccc(C)cc3)C2=O)cc1 (stereo unspecified)	-2.1
57	N#Cc1c(-c2ccco2)cc(C2CC2)nc1N	0.8
58	CCCOc1ccc(S(=O)(=O)NNC(=O)c2cc3ccccc3o2)cc1	5.2
59	CCC1CCc2c(sc(N)c2C(N)=O)C1 (stereo unspecified)	9.2
60	Cn1cnc([N+](=O)[O-])c1Sc1nc(N)nc2c1ncn2C1OC(CO)C(O)C1O (stereo unspecified)	-0.4
61	CCOC(=O)c1ccc(NC(=S)N(CCCN(CC)CC)Cc2ccco2)cc1	-0.8
62	COc1ccc(C(C)=O)cc1CSc1nnc(Nc2ccccc2)s1	-4.1
63	O=C1CCN(CCc2ccccc2)CCN1CCOc1ccccc1	0.3
64	CCCCCCC(=O)NC1CCCCN(Cc2ccccc2C)C1=O (stereo unspecified)	0.4
65	O=C(Nc1cccc2ccccc12)c1cnsn1	4.3
66	COc1cccc(-c2nnc(N(C)C(=O)c3ccno3)s2)c1	-0.5
67	Cc1cccc2c1N(CCOc1ccccc1Cl)C(=O)C2=O	-2.1
68	CC1=NN(c2ccccc2)C(=O)/C1=C\c1cc(C)n(-c2ccccc2)c1C	1.4
69	Cc1ccc(S(=O)(=O)N2CCOCC2)cc1N/N=C(\C#N)c1nc2ccccc2[nH]1	0.3
70	COc1ccc(Cl)cc1NC(=O)C[n+]1ccccc1	1.0
71	CCC(Sc1nc2n[nH]c(C)c2c(=N)n1-c1cccc(Cl)c1C)C(=O)N(CC)CC (stereo unspecified)	-2.8
72	COc1ccc(S(=O)(=O)N2CCOCC2)cc1NC(=O)COC(=O)c1[nH]c(C)c(C(C)=O)c1C	-2.0
73	S=c1nc[nH]c2c1ncn2C1CCCC1	0.7
74	CCCCNC(=O)CC1N=C2c3ccccc3N=C(SCC(=O)Nc3cccc(OC)c3)N2C1=O (stereo unspecified)	4.8
75	CN(C(=O)c1cccc(NC(=O)Cc2ccc(NC(=O)C3CCCN(C(=O)CCc4ccccc4)C3)cc2)c1)C1CCCCC1 (stereo unspecified)	-5.4
76	O=C(CCN1C(=O)C2(OCCO2)c2ccccc21)c1ccccc1	3.9
77	Cc1ccccc1-c1nnc(SCC(=O)Nc2c(C)n(C)n(-c3ccccc3)c2=O)o1	1.2
78	Cc1ccsc1/C=C1/SC(=O)N(CC(=O)N2CCCC2)C1=O	-0.7
79	Cc1ccc(C(=O)NNC(=O)C2CCN(Cc3ccccc3)CC2)cc1	4.9
80	COC(=O)C1=C(N)Oc2c(oc(CO)cc2=O)C1c1ccccc1F (stereo unspecified)	2.9
81	C=CCOC(=O)C1=C(C)NC(C)=C(C(=O)OCC=C)C1c1ccco1	0.0
82	CC(=O)Nc1ccc(C(=O)OC2CCCCC2=O)cc1 (stereo unspecified)	5.8
83	CN(C)S(=O)(=O)N1CCC(Oc2cccc(C(=O)NC3CCCCCC3)c2)CC1	-5.0
84	Cc1nn(C)c(C)c1NC(=O)c1ccccc1NC(=O)Nc1ccccc1	0.7
85	Oc1ccccc1C(=S)N1CCCC1	-1.1
86	CCN(C)Cc1c(C(=O)N2CCc3ccccc3C2)nc2ccc(Cl)cn12	-1.3
87	Cn1cc(Br)c(C(=O)Nc2c(F)c(F)c(F)c(F)c2F)n1	-0.4
88	O=C1NC(=Nc2ccccc2Cl)S/C1=C\c1cccc([N+](=O)[O-])c1O	-0.6
89	COC1OC2COC(c3ccccc3)OC2C2OC(c3ccccc3)OC12 (stereo unspecified)	2.2
90	CCO/C(C)=N/Oc1cccc(N(C)C)c1	-0.2
91	CCCC(=O)Nc1nc2ccc(S(N)(=O)=O)cc2s1	1.3
92	CC1=C(C(=O)Nc2ccccc2)C(c2ccc(C)o2)n2c(s/c(=C/c3ccccc3)c2=O)=N1 (stereo unspecified)	1.8
93	COc1ccc(CC(=O)N/N=C/c2c(C)n(C)c3ccccc23)cc1OC	-1.8
94	CCSc1ccc([C@@H]2[C@@H]3C(=O)N(CC)C(=O)[C@@H]3[C@]3(C(=O)OC)CCCCN23)cc1OC	4.6
95	COCc1nnc(NC(=O)CCN2C(=O)c3ccccc3C2=O)s1	-0.1
96	O=C(Nc1ccccc1)/C(=C\c1ccco1)NC(=O)c1ccco1	-0.6
97	NC(=S)c1csc(CCNC(=O)c2ccccc2)n1	2.6
98	CSc1cccc(NS(=O)(=O)c2cc(Br)cnc2N)c1	1.3
99	CN1CCN(Cc2nc3c(c(=O)[nH]c(=O)n3C)n2Cc2c(F)cccc2Cl)CC1	5.9
100	O=C(N/N=C/c1ccccc1O)c1cc[n+]([O-])cc1	2.5

(listing goes on)
nr	molecule	TTR transcr act
101	COC(=O)c1sccc1NC(=O)c1cccc(OC)c1	1.0
102	COc1cccc(/C=N/NC(=O)c2cc(C34CC5CC(CC(C5)C3)C4)[nH]n2)c1	16.8*
103	CCc1ccc2nc(SCC(=O)NCC3CCCO3)c(C#N)cc2c1 (stereo unspecified)	-3.9
104	CC(C)c1ccc(C2OCC(C)([N+](=O)[O-])CO2)cc1 (stereo unspecified)	1.6
105	Cc1ccc(NS(=O)(=O)c2cc3c(cc2Cl)NC(=O)CO3)cc1C	1.2
106	Cc1cc(O)c(/C=N/Nc2cccc(Cl)c2)c(=O)o1	1.7
107	O=C(Nc1ccc(Cl)cc1C(=O)NCC1CCCO1)c1ccc(Cl)cc1Cl (stereo unspecified)	2.1
108	Cc1ccccc1SCC(=O)Nc1cc(S(=O)(=O)N2CCOCC2)ccc1N1CCOCC1	4.0
109	CCOC(=O)NC1CCc2cc(OC)c(OC)c(OC)c2-c2ccc(OC)c(=O)cc21 (stereo unspecified)	-1.2
110	O=C(c1noc2c1CCc1ccccc1-2)N1CCOCC1	4.6
111	CCOC(=O)C1CCCN(C(=O)c2ccc(Cn3c(=S)[nH]c4cc(C(=O)OC)ccc4c3=O)cc2)C1 (stereo unspecified)	-1.6
112	CC(C)(C)NC(=O)c1ccccc1NC(=O)C1CCCO1 (stereo unspecified)	3.2
113	COc1ccc(N2CCN(C(=O)CCCn3c(=O)[nH]c4ccsc4c3=O)CC2)cc1	0.3
114	COc1cccc(NC(=S)N(C)C2CCN(C)CC2)c1	3.0
115	O=C(CCc1ccc(S(=O)(=O)N2CCOCC2)cc1)Nc1nccs1	3.5
116	O=C(COC(=O)c1c(Cl)cccc1Cl)Nc1cc(Cl)ccc1Oc1ccccc1	2.6
117	C=CCN(Cc1cccc(OC)c1OC)S(=O)(=O)N(C)C	-0.3
118	COCCNC(=S)N(Cc1cc2cc(C)ccc2n2nnnc12)C1CCCC1	-1.5
119	CCCCN(C)C(=O)Cn1c(=O)oc2cc(S(=O)(=O)N3CC(C)CC(C)C3)ccc21 (stereo unspecified)	-1.2
120	Cc1cccc(NS(=O)(=O)c2csc(C(N)=O)c2)c1	2.0
121	COc1ccccc1-c1noc(-c2ccccc2C(=O)NCC2CCCO2)n1 (stereo unspecified)	-1.0
122	O=S(=O)(Nc1ccc(O)c2ccccc12)c1ccc(OC(F)(F)F)cc1	-3.2
123	CN(CCc1ccccn1)C(=S)Nc1cccc(S(=O)(=O)N(C)C)c1	0.5
124	CCOC(=O)c1ccc(NC(=S)N2CCN(CCNC3=CC(=O)CC(C)(C)C3)CC2)cc1	0.8
125	COCCC(=O)N1CCC(Oc2ccc(C(=O)NCc3nccn3C)cc2)CC1	1.6

Structures above that contain a CF3 group (2):
nr	molecule	TTR transcr act
48	CC(O)CNc1nc2ccccc2n1CC(=O)NCC(F)(F)F (stereo unspecified)	-1.3
122	O=S(=O)(Nc1ccc(O)c2ccccc12)c1ccc(OC(F)(F)F)cc1	-3.2

Other structures follow:
nr	molecule	TTR transcr act
126	O=C(O)C1CC=CCC1C(=O)N1CCN(c2nc(-c3ccccc3)c3ccccc3n2)CC1 (stereo unspecified)	-1.2
127	COc1cc(C(=O)NN=Cc2ccc(N(C)C)cc2)cc(OC)c1OC	-0.2
128	COC(=O)c1ccc(S(=O)(=O)N2C3CCC2CC(NC(=O)C2CC2)C3)cc1 (stereo unspecified)	-0.3
129	O=C(c1cccc(C(F)(F)F)c1)N1CCN(CCc2ccccc2)CC1	2.4
130	Fc1ccc(Nc2nc(Oc3ccccc3F)nc(N3CCCC3)n2)cc1	-1.1
